Bioassay records as filed in PubChem.
PG9 Ab binder: binders of HIV-1 gp120 antibody PG9, primary screen, biochemical, TR-FRET | HIV-1 gp120 / PG9 antibody interaction | TR-FRET gp120-PG9 antibody binding | inhibition, % at 6.7 µM | hit rate 0.43% among 360,000; in the data active means inhibition above about 8.5%
hgDAF-12 ag: H. glycines DAF-12 receptor agonists, primary screen, cell-based, luminescence, HEK293, GAL4 fusion, UAS-luciferase. Nuclear hormone receptor DAF-12 (Heterodera glycines), GAL4 fusion. activation, % at 6.8 µM. HEK293 GAL4-hgDAF12 UAS-luciferase reporter, agonist luminescence; normalized to butyrate control. hit rate 1.8% among 370,000;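 active means activation above a cutoff set at the mean of all screened compounds plus 3 SD, cut at about 10% in these data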;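 further: 0% = DMSO wells and 100% = sodium butyrate wells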
ADAM10 inh: human ADAM10 inhibitors, primary screen, biochemical, QFRET, HTS; Disintegrin and metalloproteinase domain-containing protein 10 (Homo sapiens), O14672; recombinant ADAM10, EDANS/DABCYL FRET peptide cleavage, 3 h; inhibition, % at 7 µM; hit rate 0.62% among 370,000;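 active means inhibition above a per-campaign cutoff equal to the mean of compounds falling between control-based bounds plus 3 SD, cut at about 20% in these data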;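 further: 0% = DMSO wells while the 100% control is not disclosed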
ADAM17 inh: ADAM17 inhibitors, primary screen, biochemical, QFRET; recombinant ADAM17, EDANS/DABCYL FRET peptide cleavage; inhibition, % at 6.95 µM; hit rate 0.83% among 370,000; AID 720648, 2013;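 active means inhibition above the mean of compounds lying between control limits plus 3 SD, set per campaign, cut at about 8.5% in these data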;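 further: 0% = DMSO-only wells as the low control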
Target sequence (P78536 215-824 limits assumed): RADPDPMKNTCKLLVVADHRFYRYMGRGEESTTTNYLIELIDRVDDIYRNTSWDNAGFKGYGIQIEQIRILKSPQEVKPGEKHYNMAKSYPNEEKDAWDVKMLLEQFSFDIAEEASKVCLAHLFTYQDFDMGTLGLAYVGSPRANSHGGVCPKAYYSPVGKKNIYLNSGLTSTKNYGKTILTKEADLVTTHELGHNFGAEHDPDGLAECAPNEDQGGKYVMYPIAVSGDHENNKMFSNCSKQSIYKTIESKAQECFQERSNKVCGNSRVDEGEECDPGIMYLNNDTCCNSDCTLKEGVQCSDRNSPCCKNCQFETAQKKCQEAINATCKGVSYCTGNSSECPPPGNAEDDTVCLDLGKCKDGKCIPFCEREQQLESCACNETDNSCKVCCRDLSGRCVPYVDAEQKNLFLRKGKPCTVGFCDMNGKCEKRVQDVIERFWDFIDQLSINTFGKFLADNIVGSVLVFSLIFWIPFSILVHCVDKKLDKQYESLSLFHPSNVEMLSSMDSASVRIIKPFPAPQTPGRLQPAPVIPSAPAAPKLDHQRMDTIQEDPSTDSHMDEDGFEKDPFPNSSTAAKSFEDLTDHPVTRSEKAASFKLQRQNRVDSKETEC
hcDAF-12 act: H. contortus DAF-12 nuclear receptor activators, primary screen, cell-based, luminescence, HEK293, lit1-tk-luc reporter; AID 652067, 2013; hit rate 1.4% among 370,000; HEK293 hcDAF-12 lit1-tk-luc reporter; 0% DMSO, 100% Δ7-dafachronic acid; activation, % at 6.8 µM;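 active means activation above the mean of all tested compounds plus 3 SD, cut at about 5.5% in these data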;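 further: 100% = response to 3 µM Δ7-dafachronic acid high control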
SMARCA2 act: SMARCA2 (BRM) function activators, primary screen, cell-based, luminescence, high throughput; MG213 cells, MMTV-luciferase reporter, dexamethasone, overnight; activation, % at 9.1 µM; hit rate 1% among 370,000; AID 652017, 2013; in the data active means activation above about 7.8%;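 further: 0% = vehicle wells and 100% = reference activator wells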
ssDAF12 agonist: S. stercoralis DAF-12 nuclear receptor activators, primary screen, cell-based, luminescence, HEK293, GRIP1 co-expression, lit1-tk-luc. AID 652126, 2013. activation, % at 6.8 µM. hit rate 1% among 370,000. HEK293 ssDAF-12/GRIP1 lit1-tk-luc reporter; % of 3 µM dafachronic acid response. Nuclear hormone receptor DAF-12 (Strongyloides stercoralis);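 active means activation above the mean over all tested compounds plus 3 SD, cut at about 0.9% in these data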;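 further: 0% = DMSO-only wells and 100% = 3 µM delta7-dafachronic acid wells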
GAA850 FXN act: FXN promoter activators, primary screen, cell-based, luciferase luminescence, HEK293 lucGAA850; hit rate 0.56% among 360,000; activation, % at 6 µM; HEK293 lucGAA850 FXN promoter luciferase reporter, 24 h; percent of 10 µM SAHA response;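 active means activation above the average of all compounds screened plus 3 SD, cutoff fixed separately per campaign, cut at about 7.5% in these data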;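 further: 0% = DMSO wells and 100% = 10 µM SAHA wells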
DAX1 inh-1: DAX1 (NR0B1) inhibitors on StAR promoter, primary screen, cell-based, luminescence, SF-1 (NR5A1), full-length DAX-1; hit rate 1.1% among 370,000; inhibition, % at 6.8 µM; HEK293T StAR-luciferase reporter, SF-1/DAX-1 repression relief; AID 652010, 2013;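 active means inhibition above the mean over all tested compounds plus 3 SD, cut at about 3.6% in these data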;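 further: 0% = DAX-1 cells with DMSO and 100% = cells lacking DAX-1 with DMSO; higher inhibition means more luminescence from relief of DAX-1 repression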
NPR1 activator: GC-A stimulated cGMP production enhancers – HEK293 GC-A cells, cGMP TR-FRET, EC30 ANP, primary screen | 0% at EC30 ANP, 100% saturating ANP | AID 1671463, 2021 | activation, % at 10 µM | Atrial natriuretic peptide receptor 1 (Homo sapiens), P16066 | hit rate 0.14% among 370,000; in the data active means activation above about 40%
DAX1 inh-2: DAX1 (NR0B1) inhibitors, primary screen, cell-based, HEK293, Gal4-DAX1, luciferase luminescence | HEK293 Gal4-DAX1 luciferase reporter | inhibition, % at 6.75 µM | hit rate 0.99% among 340,000 | AID 504766, 2011;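 active means inhibition above the mean over all tested compounds plus 3 SD, cut at about 4.2% in these data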;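 further: 0% = DAX1-transfected cells with DMSO and 100% = empty-vector control cells with DMSO; inhibition shows as a rise in luminescence from relieved DAX1 repression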
Target sequence (P51843 207-470 limits assumed): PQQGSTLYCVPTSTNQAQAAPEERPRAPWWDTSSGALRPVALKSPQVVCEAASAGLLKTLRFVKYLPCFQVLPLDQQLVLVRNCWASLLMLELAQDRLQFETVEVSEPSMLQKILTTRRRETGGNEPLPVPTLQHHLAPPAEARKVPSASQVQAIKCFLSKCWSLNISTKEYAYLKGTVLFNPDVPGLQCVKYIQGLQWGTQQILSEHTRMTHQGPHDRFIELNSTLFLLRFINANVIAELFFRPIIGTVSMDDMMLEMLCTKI
Active calls of the source: *; i = inactive; . = not tested or not shown. Random draw from the library; any-hit rate near 6.8%.

item	SMILES	PG9 Ab binder	hgDAF-12 ag	ADAM10 inh	ADAM17 inh	hcDAF-12 act	SMARCA2 act
1	CCOC(=O)[C@]12CCCCC/C=C\1N(Cc1ccc(OC)cc1)C(=O)[C@H]2CC(=O)NCC1CCCCC1	.	-0.2	11	13*	-2.8	-3
2	N#CC1=C(N)Oc2cc(N)ccc2C1c1cccc(Br)c1 (stereo not given)	1.3	-0.6	-4	-8	-0.9	-1
3	CCOC(=O)c1ccc(S(=O)(=O)Nc2nc3cc(S(=O)(=O)NC4=NCCCCC4)ccc3s2)cc1	0.5	-1.7	2	-2	0.2	6
4	O=C(NCCc1ccc(Cl)cc1)C1CCC(CNc2c(N3CCCCC3)c(=O)c2=O)CC1 (stereo not given)	-0.2	0.3	-15	-3	0.7	1
5	CCc1ccc2[nH]c3nc(SCc4nnc(-c5ccc(C)cc5)o4)nnc3c2c1	-1.2	0.7	-2	-1	0.5	3
6	COc1cccc(NC(=O)C2(C)CCN2C(=O)C2CCCCC2)c1 (stereo not given)	-1.7	3.5	-17	4	1.4	2
7	CN(NS(=O)(=O)c1ccc(Cl)cc1)c1ncc(C(F)(F)F)cc1Cl	0.9	-3.7	6	0	0.9	0
8	CCOc1cccc(CN(CC)CC2CCCN(CCc3cccc(OC)c3)C2)c1O (stereo not given)	-0.1	-1.3	-8	-3	-0.6	-1
9	Cc1ccc(NC(=O)Cn2sc3nc(C)cc(C)c3c2=O)c(Cl)c1	1.3	-1.2	-5	4	-1.1	-2
10	Cc1cccc(C(=O)Nc2nnc(SCC(=O)NC3CC3)s2)c1	-3.3	3.6	-4	1	-0.2	3

item	ssDAF12 agonist	GAA850 FXN act	DAX1 inh-1	NPR1 activator	DAX1 inh-2
1	-0.7	.	0.5	2	.
2	-1.6	-0.6	-0.6	46*	-2.2
3	-1.7	0.2	-1.1	3	-1.1
4	-1.1	16*	0.3	1	0.3
5	-1.0	-0.8	-0.9	4	0.5
6	0.8	0.9	0.4	-2	.
7	-1.2	2.5	-0.3	3	-0.6
8	-0.7	-1.6	0.2	-13	-1.1
9	-1.2	2.1	0.8	17	3.3
10	-1.1	2.6	1.0	-2	1.4

The list continues.
item	SMILES	PG9 Ab binder	hgDAF-12 ag	ADAM10 inh	ADAM17 inh	hcDAF-12 act	SMARCA2 act
11	COc1ccc(S(=O)(=O)NCC2CCCN(Cc3ccc(C)o3)C2)cc1 (stereo not given)	0.2	1.0	6	4	-0.3	-2
12	O=[N+]([O-])c1ccc(N2CCN(c3ccc(F)cc3)CC2)cc1	0.0	-2.0	-8	-3	-1.2	-1
13	Cc1nc([N+](=O)[O-])c(Sc2nc3ccccc3n2C)n1Cc1ccccc1	0.4	4.6	1	5	-1.8	-4
14	NS(=O)(=O)c1ccc(CCNC(=O)C2CCCCN2S(=O)(=O)c2ccccc2)cc1 (stereo not given)	-0.3	-1.0	7	0	0.1	4
15	CCN(CC(=O)Nc1cccc(OC)c1)C(=O)c1ccco1	0.3	0.5	-1	-7	-2.7	-1
16	COc1ccccc1N1CC(C(=O)Nc2cccc(C(=O)O)c2)CC1=O (stereo not given)	-0.5	1.0	4	-3	-1.3	1
17	CCN(CC)S(=O)(=O)c1cccc(NC(=O)COC(=O)c2ccc(Br)o2)c1	-0.6	-2.3	1	1	-2.0	1
18	CCOc1ccc(N2C(=O)C3C(c4ccc(O)cc4)NC(CCSC)(C(=O)OC)C3C2=O)cc1 (stereo not given)	0.1	2.4	0	-4	0.2	-1
19	O=C(C1CCCO1)N1N=C(c2ccc(Br)cc2)CC1c1ccco1 (stereo not given)	-2.5	1.1	0	-1	-2.8	1
20	Cc1nc2ccc(C(=O)N(C)Cc3ccco3)cn2c1N(C)CC1CCCCC1	-1.7	0.8	-12	0	-1.6	3

item	ssDAF12 agonist	GAA850 FXN act	DAX1 inh-1	NPR1 activator	DAX1 inh-2
11	-0.9	2.7	0.9	0	1.0
12	-1.8	-0.1	-0.3	-17	0.3
13	-1.9	-17	-0.3	-3	1.1
14	-1.7	3.9	-0.1	-1	0.0
15	-1.3	1.8	0.2	4	0.3
16	-0.8	1.2	0.4	4	-0.2
17	-1.5	0.1	-0.4	1	1.8
18	-0.9	1.6	-0.3	6	0.6
19	-2.2	1.3	-0.6	3	-1.6
20	-0.8	-1.1	-0.3	8	.

The list goes on.
item	SMILES	PG9 Ab binder	hgDAF-12 ag	ADAM10 inh	ADAM17 inh	hcDAF-12 act	SMARCA2 act
21	O=C(O)C1C2C=CC(C2)C1C(=O)NCCC1=CCCCC1 (stereo not given)	-1.7	1.0	4	-3	-0.5	0
22	CCN(CC)C(=O)C1=C(C)N(CCCOC)C(=O)C(CC(=O)NCc2ccco2)C1 (stereo not given)	-1.8	-1.0	-14	8	0.6	-6
23	O=C(NC(Cc1c[nH]c2ccccc12)C(=O)N/N=C/c1ccc(Br)cc1)c1cccs1 (stereo not given)	-0.7	-2.1	28*	8	1.3	-2
24	Cc1nn(-c2ccc(F)cc2)c(Cl)c1/C=N/NC(=O)c1ccc(O)cc1	-1.3	-1.1	3	0	-0.4	1
25	Cn1c(C(=O)O)ccc1S(=O)(=O)N(Cc1ccccc1)Cc1ccccc1	-3.0	-0.1	2	-1	-1.9	-1
26	O=C(CSc1n[nH]c(-c2ccncc2)n1)Nc1ccc(Cl)c(C(=O)O)c1	1.0	-1.3	0	-1	2.1	4
27	COCCSc1ccccc1C(=O)N1CCN(c2ccccc2)CC1	1.7	0.3	-12	-4	-0.5	-7
28	COc1ccc(C=CC(O)CCN2CCC3CCC(C3)C2)cc1 (stereo not given)	-1.4	0.1	-6	-3	1.1	2
29	CCCCC(=O)Nc1ccc(C)c(O)c1	-0.9	4.2	9	4	-0.5	1
30	COc1cccc(C2CC(c3c(-c4ccccc4)c4cc(Cl)ccc4[nH]c3=O)=NN2S(C)(=O)=O)c1OC (stereo not given)	-0.4	-0.5	-33	-13	-1.9	-1

item	ssDAF12 agonist	GAA850 FXN act	DAX1 inh-1	NPR1 activator	DAX1 inh-2
21	-0.4	-0.8	0.7	5	-0.1
22	-1.2	2.4	1.4	1	-1.0
23	-1.4	3.0	-0.5	-14	-0.5
24	-1.2	2.5	0.2	0	-1.2
25	-0.3	-1.3	-0.4	1	1.1
26	-0.7	-0.1	0.2	-1	1.4
27	-2.4	0.7	-1.0	-1	-0.3
28	0.4	-0.8	0.3	-2	1.9
29	-1.2	-3.1	0.7	4	0.4
30	-0.7	0.0	-0.2	3	-1.2

Reformatted with one line to a screen: part of the list above.
19) O=C(C1CCCO1)N1N=C(c2ccc(Br)cc2)CC1c1ccco1 (stereo not given)
20) Cc1nc2ccc(C(=O)N(C)Cc3ccco3)cn2c1N(C)CC1CCCCC1
21) O=C(O)C1C2C=CC(C2)C1C(=O)NCCC1=CCCCC1 (stereo not given)

| compound no. | 19 | 20 | 21 |
| --- | --- | --- | --- |
| PG9 Ab binder | -2.5 | -1.7 | -1.7 |
| hgDAF-12 ag | 1.1 | 0.8 | 1.0 |
| ADAM10 inh | 0 | -12 | 4 |
| ADAM17 inh | -1 | 0 | -3 |
| hcDAF-12 act | -2.8 | -1.6 | -0.5 |
| SMARCA2 act | 1 | 3 | 0 |
| ssDAF12 agonist | -2.2 | -0.8 | -0.4 |
| GAA850 FXN act | 1.3 | -1.1 | -0.8 |
| DAX1 inh-1 | -0.6 | -0.3 | 0.7 |
| NPR1 activator | 3 | 8 | 5 |
| DAX1 inh-2 | -1.6 | . | -0.1 |

New compounds follow.
item	SMILES	PG9 Ab binder	hgDAF-12 ag	ADAM10 inh	ADAM17 inh	hcDAF-12 act	SMARCA2 act
31	Cc1cccc(OCCSc2nc3ncnc(N)c3[nH]2)c1	-0.3	-3.2	1	-3	-2.1	-1
32	COc1ccc(CCOC2OC(CO)C(OC(=O)/C=C/c3ccc(O)c(OC)c3)C(O[C@H]3O[C@@H](C)[C@H](O)[C@@H](O)[C@H]3O)C2O)cc1O (stereo not given in full)	-0.8	0.0	-95	-18	-0.7	2
33	CCCCOc1ccc(-c2ncc(C(=O)OCC)c(N)n2)cc1	-4.2	3.3	-10	-1	0.6	-2
34	COC(=O)C1=COC(OC2OC(CO)C(O)C(O)C2O)C2C1C=CC2(O)CO (stereo not given)	-1.5	-1.9	-8	-3	-3.3	0
35	O=C(c1cc2c(s1)-c1ccccc1OC2)N1CCc2ccccc2C1	0.4	-0.9	i	-144	-0.9	-1
36	COc1ccc(OCc2cc(C(=O)N(C)C(C)c3ccon3)no2)c(Cl)c1 (stereo not given)	-1.8	9.6	-5	-1	2.7	5
37	Cc1cc(NC(=O)COC(=O)CC2CCCC2)c([N+](=O)[O-])cc1C	-1.4	-3.3	-1	-6	0.2	-1
38	Cc1ccc(NC(=O)CCC(=O)NCCO)cc1	-0.2	-1.4	7	-1	0.0	-2
39	Cc1ccsc1C(=O)Nc1cc(Cl)ccc1-n1cncn1	0.4	-1.2	-7	-6	3.3	-2
40	COc1ccccc1/C=N\NC(=O)c1cccc(S(=O)(=O)N(C)C)c1	.	0.5	-8	-3	-0.9	-4

item	ssDAF12 agonist	GAA850 FXN act	DAX1 inh-1	NPR1 activator	DAX1 inh-2
31	-1.4	4.3	0.0	-1	-1.0
32	-1.3	-0.6	4.5*	3	-0.5
33	-0.9	3.6	0.5	-4	0.6
34	-0.8	1.0	1.2	4	-1.1
35	-1.6	1.3	-0.2	-8	-0.4
36	-0.2	3.6	2.1	-2	0.8
37	-1.4	1.9	0.4	0	0.4
38	-0.6	0.2	-0.5	-2	0.4
39	-0.8	0.7	-1.6	2	1.1
40	-1.6	.	0.3	5	.
